KB-3-1 cytotox – kills parental KB-3-1 adenocarcinoma cells; KB-3-1 viability, CellTiter-Glo ATP luminescence, 72 h; Potency, µM (highest dose often 46.1 µM), inactives show at the highest dose activity change, negative = cytotoxic, usual class: cytotoxic; hit rate 1.4% among 400,000; further: potency means the concentration at half of the fitted maximal effect; on the % scale 0 is the no-effect control and ±100 the full control effect; nearly all actives have a fitted effect of over 60% in size
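Luminescent ATP read-out (CellTiter-Glo) measures survival of drug-naive KB-3-1 cells after 72 h compound exposure at 37 °C. Titration series was screened from lowest to highest concentration, with DMSO vehicle plates as background controls.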
HT1080 IDH1KD tx – kills HT-1080 cells with IDH1 knockdown | HT-1080 IDH1 knockdown viability, ATP luminescence, 48 h | Potency, µM (doses to about 46.1 µM), for the others: at the top dose activity, negative = toxicity, most hits filed as cytotoxic | hit rate 2% among 360,000 | AID 686971;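 further: potency means the concentration at half of the fitted maximal effect; 0% = DMSO wells and -100% = cell-free medium wells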
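After a 2 h attachment period, IDH1KD HT-1080 cells took pin-transferred compound for 48 h at 37 °C; ATP-based luminescence after 10 min room-temperature reagent incubation reported viability.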
KB-V1 MDR tox – kills drug-selected multidrug resistant KB-V1 cells | KB-V1 MDR cells viability, CellTiter-Glo, 72 h | Potency, µM (series often up to 46.1 µM), without a hit: top-dose activity change, negative = cytotoxicity, actives largely listed as cytotoxic | hit rate 3.4% among 400,000; further: potency means the concentration at half of the fitted maximal effect; on the % scale 0 is the no-effect control and ±100 the full control effect; nearly all actives have a fitted effect of over 60% in size
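KB-V1 MDR subline cells in DMEM (phenol-red free, 10% FBS) exposed to compounds in qHTS concentration series for 72 h at 37 degrees C. Viability read by CellTiter-Glo luminescence; concentration-effect curves fitted after normalization and correction.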
D3 ag – agonists of human D3 dopamine receptor; P35462; D3R DiscoveRx beta-arrestin cells, luminescence, 90 min; max activation, %; hit rate 0.58% among 410,000; AID 652048; in the data active means max activation above about 30%; further: 0% is about no effect; mostly tested at two doses, the higher about 12 µM
Target sequence (P35462 whole entry, looked up): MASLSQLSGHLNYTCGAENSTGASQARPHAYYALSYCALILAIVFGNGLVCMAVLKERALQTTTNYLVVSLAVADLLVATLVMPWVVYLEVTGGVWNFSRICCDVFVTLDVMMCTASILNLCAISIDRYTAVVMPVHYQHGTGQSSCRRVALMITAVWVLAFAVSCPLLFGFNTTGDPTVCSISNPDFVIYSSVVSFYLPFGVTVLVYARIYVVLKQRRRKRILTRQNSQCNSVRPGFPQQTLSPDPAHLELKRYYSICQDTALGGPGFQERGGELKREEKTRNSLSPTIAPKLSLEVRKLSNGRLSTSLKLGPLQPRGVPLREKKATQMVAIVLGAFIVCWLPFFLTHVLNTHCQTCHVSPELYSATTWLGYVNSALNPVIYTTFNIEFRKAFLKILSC
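Agonist mode: compounds and dopamine controls were applied to plated cells for 90 min at 37 degrees C after an overnight attachment at 1500 cells/well. Luminescent read-out followed 30 - 60 minutes at room temperature with DiscoveRx detection reagent.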
SW480 rerep – inducers of DNA re-replication in SW480 colon cancer cells; SW480 DNA re-replication, Hoechst DNA content imaging, 48 h; hit rate 1.8% among 340,000; Potency, µM (top dose mostly 46.1 µM), inactives show top-dose re-replication activation, most hits filed as activators; AID 624297; further: potency means the concentration at half of the fitted maximal effect; % of control where 0% means no effect; nearly all actives have a fitted effect of over 55% in size
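Image-based read-out: total Hoechst fluorescence of nuclei (405 nm excitation, 500-530 nm emission), with hits raising the fraction of high-intensity nuclei. SW480 colon cells incubated 48 hr with compounds at 37 C.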
D3 antag – D3 dopamine receptor (human) antagonism; D3R cells, DiscoveRx beta-arrestin luminescence, antagonist mode; hits give low values; hit rate 2.5% among 360,000; P35462; max response, negative = inhibition, %; AID 652054; in the data active means max response below about -50%; inconclusive means no clear call, values can overlap the other calls; further: on the % scale 0 is the no-effect control and ±100 the full control effect; mostly tested at two doses, the higher about 12 µM
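Cells expressing the human receptor were seeded at 1500 cells/well, incubated overnight at 37 degrees C in 5% CO2, then exposed to library compounds with dopamine controls for 90 minutes at 37 degrees C before luminescent detection.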
HT1080NT lethal – kills 2HG-producing HT-1080-NT fibrosarcoma cells | hit rate 1.6% among 360,000 | HT-1080-NT fibrosarcoma viability, CellTiter-Glo ATP luminescence, 48 h | Potency, µM (doses to about 46.1 µM), for the others: at the top dose activity, negative = less viability, most hits filed as cytotoxic;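 further: NT is the 2HG producing partner of a matched IDH1 knockdown line; potency means the concentration at half of the fitted maximal effect; 0% = DMSO-treated cells and -100% = media-only wells without cells; nearly all actives have a fitted effect of over 55% in size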
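Fibrosarcoma NT cells, 750 per well in 5% FBS RPMI, were exposed to compound for 48 hours. Viability: CellTiter-Glo luminescence.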
GLP1R ag – GLP-1 receptor (human) agonism; HEK293 GLP-1R CRE-luciferase, luminescence, 4-6 h; cells express a hypersensitive GLP-1R form; Potency, µM (series often up to 45.6 µM), for inactives: top-dose activation, most hits filed as activators; hit rate 0.007% among 380,000; further: potency means the concentration at half of the fitted maximal effect; % of control where 0% means no effect
Target sequence (P43220 whole entry, looked up): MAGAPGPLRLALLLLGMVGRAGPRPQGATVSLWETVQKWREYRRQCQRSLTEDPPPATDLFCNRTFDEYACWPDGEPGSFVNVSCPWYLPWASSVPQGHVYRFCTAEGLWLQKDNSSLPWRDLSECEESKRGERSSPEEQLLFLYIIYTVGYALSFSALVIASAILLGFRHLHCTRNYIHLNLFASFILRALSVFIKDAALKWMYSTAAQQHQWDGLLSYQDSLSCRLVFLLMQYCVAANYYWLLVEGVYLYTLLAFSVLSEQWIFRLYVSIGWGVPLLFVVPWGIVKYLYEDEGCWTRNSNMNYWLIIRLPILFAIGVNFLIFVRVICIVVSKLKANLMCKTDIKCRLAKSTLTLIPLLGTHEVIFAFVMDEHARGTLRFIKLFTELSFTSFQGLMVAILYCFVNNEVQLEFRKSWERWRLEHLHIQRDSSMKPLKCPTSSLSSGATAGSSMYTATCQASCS
IL1B secr inh – blocks inflammasome-driven IL-1 beta release; activity change, % at 57.5 µM; hit rate 4.7% among 360,000; AID 743279; THP-1 LPS/ATP IL-1B secretion, AlphaLISA, 16 h; hits give low values; in the data active means activity change below about -50%; inconclusive means mostly about -30% to -49%; further: on the % scale 0 is the no-effect control and ±100 the full control effect
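Secreted IL-1B measured by AlphaLISA bead assay after 16 h compound exposure of THP-1 cells; compounds (final up to 57.5 uM) added 1 h before LPS (250 ng/mL) and ATP (1.25 mM) stimulation; lower signal means less secretion.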
Numbers without * were called inactive; ? = inconclusive; · = not tested or not shown; & = joins results of further samples; [ ] = dose if it differs, or a comment. Unless noted, the call rests on the fitted dose curve; in most records, active means well fitted curve in the direction sought with a large enough effect; inconclusive means small, poorly fitted or top-dose-only effect, or another doubt; inactive means no such curve, though single readings can be large; an effect the other way counts as inactive or inconclusive. An unsorted share of the library; 12% or so of the library scored in one or more.

SMILES	KB-3-1 cytotox	HT1080 IDH1KD tx	KB-V1 MDR tox	D3 ag	SW480 rerep	D3 antag	HT1080NT lethal	GLP1R ag	IL1B secr inh
Nc1nc(SCC(=O)Nc2ccccc2Sc2ccc(Cl)cc2)n[nH]1	-0.9%	-1.1%	-14.3%	-0.3	14.5%	-2.3	2.5%	-2.9%	-5.8
CN1CCC(N2CCN(C3CN(CCc4ccccc4)S(=O)(=O)C3)CC2)CC1 (centres undefined)	0.1%	3.7%	19.3%	-8.1	·	-5.4	-1.9%	5.6%	-1.7
Cn1c(C(=O)NCCN2CCc3ccccc3C2)cc2c(=O)[nH]c3ccccc3c21	-5.0%	-8.7%	?	1.0	0.1%	-59.2*	-21.9%	0.1%	30.0
Cc1ccc(S(=O)(=O)N/N=C/c2ccc(O)c(O)c2)cc1[N+](=O)[O-]	-0.4%	-1.9%	?	9.9	20.6µM*	-5.5	-9.9%	-1.9%	1.8
O=C(CSc1nnc(CNc2ccc(F)cc2)o1)N1c2ccccc2Sc2ccccc21	?	?	3.26µM*	-28.3	-2.2%	23.4	-19.8%	-1.6%	?
CCOC(=O)Cn1c(S(=O)(=O)Cc2ccc(F)cc2)nc(-c2ccccc2)c1-c1ccccc1	1.6%	6.31µM*	14.8%	-3.8	-0.7%	20.1	?	0.5%	-22.3
COCCNC(=O)C1(C)CCN(C(=O)c2cc(C)n(C(C)(C)C)n2)C1 (centres undefined)	0.0%	3.5%	5.4%	2.8	·	-23.3	10.5%	-2.7%	20.1
COCCCNCCOCCOc1ccc(Cl)cc1Br	-0.2%	-26.0%	-3.1%	-26.4	-0.8%	-97.1*	-22.9%	0.2%	?
CCOC(=O)CN(C(=O)CSc1nnc(-c2cccc(OC)c2)o1)c1ccc(F)cc1	?	-8.7%	0.0%	-5.6	36.4%	-0.3	-20.4%	6.9%	38.5
S=C(Nc1cccc(Cl)c1Cl)N1CCCC1	7.7%	0.3%	18.2%	2.3	-4.5%	4.7	11.8%	4.8%	-4.1
COc1ccc(CN(CC(=O)NCc2ccc(F)cc2)C(=O)CCC(=O)Nc2cc(C)ccn2)cc1	4.9%	-3.0%	-8.3%	-8.7	3.4%	-17.9	-6.4%	12.8%	-2.2
O=C1CCCC(O)=C1C=Nc1ccc2c(c1)oc1ccccc12	14.3%	10.7%	0.0%	4.5	0.8%	47.0	18.5%	18.7%	0.0
Cc1cccc2cc3ccccc3nc12	?	8.2%	?	2.8	2.6%	-0.3	22.9%	-2.9%	0.9
CC(C)C[C@@H]1CN(CCCC[C@H]2CNC(=O)C(=O)N2CCC2CCCCC2)C(=O)C(=O)N1CCC1CCCCC1	?	8.7%	-1.3%	-5.5	·	-20.1	-13.1%	-2.5%	-13.8
CSc1nc(S(=O)(=O)c2ccc(C)cc2)c(N2CCOCC2)s1	1.6%	-3.8%	-1.4%	-3.6	·	-13.0	-4.1%	2.8%	-27.1
COc1cc2c(cc1OC)CN(CC(=O)Nc1ccc(F)cc1F)CC2	0.0%	6.9%	-9.3%	-11.1	15.7%	14.7	10.3%	25.9%	36.1
O=C1C=C(c2ccc3c(c2)oc2ccccc23)C[C@@H](c2ccc3c(c2)OCO3)C1	7.5%	-3.3%	-11.1%	-11.2	-2.4%	7.6	?	0.8%	13.3
COc1ccccc1N1CCN(C(=O)c2cc(=O)c3c(C)cc(C)cc3o2)CC1	-1.0%	0.5%	-5.4%	18.7	?	-14.0	3.8%	2.5%	16.8
CCC(C)NC(=O)CSc1nc(-c2ccc(F)cc2)cc(C(F)(F)F)n1 (centres undefined)	-0.2%	·	0.0%	-0.4	·	·	·	-1.6%	·
COc1ccc(-n2nnc3c(=O)n(CC(=O)Nc4ccc5c(c4)OCCO5)cnc32)cc1OC	0.1%	1.2%	?	2.2	-7.0%	2.5	5.6%	-9.4%	0.0
COc1ccccc1C(=O)N/C(=N/c1nc(C)cc(C)n1)Nc1ccccc1	-29.8%	-18.5%	-28.9%	22.6	-1.9%	20.7	-22.9%	27.0%	-12.8
CN(C)CCCNC(=O)c1cc(Br)ccc1O	13.3%	-3.0%	11.7%	-6.6	?	6.8	-4.1%	0.2%	·
O=C(Nc1ccc(F)cc1F)c1cc(-c2ccco2)on1	13.8%	8.3%	7.7%	-6.3	-0.4%	-2.0	6.6%	-13.6%	-6.9
COc1cc(NC(C)=O)c2ncccc2c1NC(C)=O	-0.8%	8.9%	1.5%	-0.6	-0.8%	-7.4	5.3%	-9.8%	18.4
COc1ccc(N2C(=O)c3ccccc3NC23CCCC3)cc1	0.9%	-5.7%	-21.5%	-9.1	3.1%	-3.5	-0.5%	0.0%	-6.7
O=C(CN1CCN(c2ccccn2)CC1)N1CCc2ccccc21	17.2%	3.4%	19.5%	-17.9	-6.3%	?	4.8%	6.4%	-3.7
Clc1ccc(COc2cccc(CNCc3ccncc3)c2)cc1	?	-26.8%	6.51µM*	40.3*	-4.1%	1.7	-13.7%	8.3%	-15.2
Cc1nc2nc(-c3ccc(Cl)cc3)cn2nc1C	-16.0%	12.0%	0.0%	-3.9	?	15.5	10.3%	-1.3%	-4.1
Cc1cc(C)c2sc(NC(=O)c3ccc(N4C(=O)CCC4=O)cc3)nc2c1	0.5%	3.4%	22.1%	-1.6	-2.9%	8.2	2.1%	-0.7%	10.4
CC1CCC/C(=N\NC(=O)COc2ccccc2Cl)C1 (centres undefined)	19.4%	2.8%	0.0%	-3.4	-7.0%	23.7	7.4%	5.1%	18.5
CCN(CC(=O)Nc1ccc(NC(C)=O)cc1)C(=O)c1sc2nc3n(c(=O)c2c1C)CCC3	15.1%	4.8%	?	4.8	-3.0%	-13.0	3.6%	-0.5%	-5.1
CCCCc1nnc(NC(=O)CCS(=O)(=O)c2ccc(C)cc2)s1	-4.1%	-15.3%	26.7%	-2.3	?	-16.0	2.0%	-0.9%	5.7
CC/C(=N/NC(=O)c1ccccc1O)c1c(C)[nH]n(-c2ccccc2)c1=O	?	25.9µM*	?	-12.0	23.1µM*	2.9	?	8.5%	135.6
Cc1cc(=O)[nH]c(SCC(=O)Nc2ccc(Cl)cn2)n1	6.7%	0.0%	19.6%	-8.3	0.1%	7.9	2.4%	-0.1%	5.5
CSc1nn(Cc2ccc(C)cc2)c(N)c1S(=O)(=O)c1ccccc1	-28.1%	·	0.0%	4.0	·	·	·	-7.8%	·
COc1ccc(CN2CCCC(C(=O)N3CCCCC3)C2)c(OC)c1 (centres undefined)	4.3%	-8.3%	-18.4%	-26.0	-0.2%[9.22 µM]	-20.1	-7.4%	2.8%	6.7
CCOC(=O)C1=C(C)N(C)C(C)=C(C(=O)OCC)C1c1ccccn1	8.2%	0.1%	-3.8%	-4.3	-0.9%	9.4	7.5%	5.3%	1.8
O=C(O)c1ccccc1C(=O)Nc1ccc(S(=O)(=O)Nc2nccs2)cc1	0.0%	-8.4%	7.4%	-21.3&8.8	-21.2%&-6.0%	5.6	-9.8%	-5.2%&3.6%	8.9
COc1ccc2[nH]c(=S)cc(C)c2c1	2.5%	2.5%	14.6µM*	2.1	-6.9%	7.5	3.4%	6.4%	0.0
O=[N+]([O-])c1cccc(-c2csc(Nc3ccccc3)n2)c1	-8.6%	?	?	1.2	?	-14.4	?	4.7%	-104.9*
Oc1c(CN2CCc3ccccc3C2)cc(Cl)c2cccnc12	?	?	?	-24.8	1.8%	-138.9*	?	-2.1%	30.6
C=C[C@]1(C)C=C2CC[C@H]3[C@@](C)(CCC[C@@]3(C)C(=O)O)[C@@H]2CC1	28.1%	-8.0%	13.5%	-3.1	-1.1%	7.6	-7.4%	-4.5%	28.7
NC(=O)c1nnsc1-c1ccco1	-3.4%	0.6%	14.2%	-1.9	13.7%	14.2	-1.2%	10.2%	-12.4
CC(=O)C1=C(O)C(CSCc2ccccc2)N(C)C1=O (centres undefined)	-4.2%	-1.0%	20.6µM*	0.6	-0.3%	-8.0	2.0%	2.5%	16.9
O=C(Cn1nnc(-c2ccccc2NC(=O)c2cccs2)n1)Nc1ccccc1	0.7%	-23.6%	-2.8%	2.6	-0.8%[9.22 µM]	-3.7	-9.6%	0.7%	-0.4
COc1ccc(N2C3=C(C(=O)CC(C)(C)C3)C(c3ccccc3OC)C3=C2CC(C)(C)CC3=O)cc1	-21.3%	-11.3%	?	8.8	18.4µM*	74.2	-6.8%	7.6%	-85.5*
NC(=O)C1CCN(c2ccnc3cc(Cl)ccc23)CC1	6.7%	4.0%	0.0%	4.5	-12.7%	0.1	15.3%	8.5%	-4.2
COc1cccc(CNC(=O)CCc2nnc(C3CCCCC3)o2)c1	19.6%	9.3%	-1.0%	11.3	-1.2%	5.2	3.0%	3.2%	35.7
CCN1C(=O)CSC1=Nc1cccc(C(=O)O)c1	3.7%	4.2%	-1.4%	1.9	-3.9%	12.4	0.0%	-0.5%	9.8
COc1ccc(/C=N/N2CCN(c3ccc(Cl)cc3)CC2)cc1O	-0.3%	-0.9%	0.0%	6.9	-1.9%	12.2	-2.1%	4.1%	-19.0

Profiles, looked up by structure.
COc1ccc(N2C3=C(C(=O)CC(C)(C)C3)C(c3ccccc3OC)C3=C2CC(C)(C)CC3=O)cc1 as listed: KB-3-1 cytotox: -21.3%; HT1080 IDH1KD tx: -11.3%; KB-V1 MDR tox: ?; D3 ag: 8.8; SW480 rerep: 18.4µM*; D3 antag: 74.2; HT1080NT lethal: -6.8%; GLP1R ag: 7.6%; IL1B secr inh: -85.5*
Oc1c(CN2CCc3ccccc3C2)cc(Cl)c2cccnc12 as listed: KB-3-1 cytotox: ?; HT1080 IDH1KD tx: ?; KB-V1 MDR tox: ?; D3 ag: -24.8; SW480 rerep: 1.8%; D3 antag: -138.9*; HT1080NT lethal: ?; GLP1R ag: -2.1%; IL1B secr inh: 30.6
